Assay outcomes: PubChem, The Scripps Research Institute Molecular Screening Center
Tn7 DDE FP = disrupts Tn7 cyclic peptide binding to fibrin D-Dimer-E complex. P02675. FP displacement of FITC-Tn7 peptide from fibrin DD(E); 0% = median of compound wells per plate. inhibition, % at 8.3 µM. 370,000 compounds, 0.13% hits;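 active = inhibition above the mean of compounds falling within the control limits plus 3 SD of them, cut at about 14% in these data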;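 note: 0% = plate median of compound wells and 100% = 10 µM Aha-Tn7 peptide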
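Test system: human clot-derived fibrin DD(E) complex / Quantity: 2 µM final DD(E) protein / Incubation: 10 min plus 3 h, room temperature / Measured by: fluorescence polarization / Benchmarks: high control of 10 µM Aha-Tn7 peptide / Replicates: singlicate testing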
ABHD4 inh = inhibits mouse alpha/beta hydrolase domain 4. inhibition, % at 8.92 µM. Q8VD66. purified mABHD4, FP-Rh probe fluorescence polarization. 370,000 compounds, 0.54% hits;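 active = inhibition exceeding the mean over every tested compound plus 3 SD, cut at about 30% in these data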;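 note: 0% = plate median of compound wells and 100% = S159A mutant with DMSO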
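Assay system: wild-type mouse ABHD4 protein; compound: single nominal dose of 8.92 µM, 0.89% DMSO final; schedule: 45 min + 60 min at 25 °C; measured by: FP readout, ex 525 nm / em 598 nm; evaluation: % inhibition of FP-Rh probe binding versus controls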
PRMT1 FP inh = PRMT1 (human) inhibition, primary screen; Q99873; recombinant PRMT1, activity-based probe fluorescence polarization; inhibition, % at 2.79 µM; 370,000 compounds, 1.3% hits;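 active = inhibition above about 21% made by adding two undisclosed values, limit read from the data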
UHRF1 MBD2 ctr = UHRF1 methyl-DNA binding inhibition | 370,000 compounds, 0.75% hits | AID 687016 | inhibition, % at 4.4 µM | UHRF1 binding to methylated oligo, TR-FRET; in the data active = inhibition above about 21%;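 note: UHRF1 SRA domain binding a hemimethylated CpG hairpin DNA probe; 0% = median of test compound wells and 100% = reference inhibitor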
Target sequence (Q96T88 whole entry, looked up, the tested form may be a part): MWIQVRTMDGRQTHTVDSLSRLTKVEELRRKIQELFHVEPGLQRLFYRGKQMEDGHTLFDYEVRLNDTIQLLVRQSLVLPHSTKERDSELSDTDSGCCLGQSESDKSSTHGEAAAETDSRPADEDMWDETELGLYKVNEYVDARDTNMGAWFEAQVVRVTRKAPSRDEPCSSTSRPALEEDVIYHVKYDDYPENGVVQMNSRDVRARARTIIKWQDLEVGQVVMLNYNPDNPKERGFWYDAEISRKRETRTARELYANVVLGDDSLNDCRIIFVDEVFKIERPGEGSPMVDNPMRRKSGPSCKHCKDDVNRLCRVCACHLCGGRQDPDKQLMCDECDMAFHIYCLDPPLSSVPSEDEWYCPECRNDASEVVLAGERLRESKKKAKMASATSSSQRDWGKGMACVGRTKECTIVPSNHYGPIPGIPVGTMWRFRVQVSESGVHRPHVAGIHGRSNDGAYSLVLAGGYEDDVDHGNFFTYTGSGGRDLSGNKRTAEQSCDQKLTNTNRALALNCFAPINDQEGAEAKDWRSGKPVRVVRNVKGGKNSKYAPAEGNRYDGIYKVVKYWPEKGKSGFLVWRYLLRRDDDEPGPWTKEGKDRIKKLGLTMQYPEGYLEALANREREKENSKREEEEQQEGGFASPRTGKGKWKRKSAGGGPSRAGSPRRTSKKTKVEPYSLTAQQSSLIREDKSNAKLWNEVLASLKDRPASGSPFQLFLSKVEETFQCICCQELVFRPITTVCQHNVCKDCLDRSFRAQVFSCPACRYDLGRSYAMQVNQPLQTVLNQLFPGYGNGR
PG9 binder = PG9 antibody binding by small molecule; inhibition, % at 6.7 µM; 360,000 compounds, 0.43% hits; TR-FRET gp120-PG9 antibody binding; AID 624416; in the data active = inhibition above about 8.5%
SIAE inh = inhibitors of human sialic acid acetylesterase SIAE; Q9HAT2; SIAE FP-Rh probe binding, fluorescence polarization; inhibition, % at 9.66 µM; 370,000 compounds, 0.69% hits; AID 1053197;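 active = inhibition above a cutoff: mean of compounds within the control limits plus 3 SD of those, cut at about 17% in these data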;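 note: 0% = plate median of compound wells and 100% = probe without SIAE protein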
LEDGF integ inh = blocks HIV-1 LEDGF/p75-dependent DNA integration; TR-FRET IN-LEDGF/p75 DNA integration, Eu/Cy5; inhibition, % at 3.7 µM; 370,000 compounds, 0.64% hits;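 active = inhibition above the screen-wide mean plus 3 SD, cut at about 13% in these data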;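 note: signal is the Cy5 over europium emission ratio at 671 and 618 nm; 0% = plate median of compound wells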
TDP2 inh = blocks human TDP2 phosphodiesterase activity; 370,000 compounds, 0.34% hits; inhibition, % at 12.8 µM; recombinant TDP2, T5PNP hydrolysis, p-nitrophenol absorbance 415 nm; O95551; AID 720702;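 active = inhibition above the mean of all tested compounds plus 3 SD, set per campaign, cut at about 25% in these data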;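 note: 0% = DMSO with enzyme and 100% = buffer with substrate but no TDP2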
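System – recombinant human TDP2 · Amount – 120 nM TDP2 per well · Buffer or medium – Mg2+-containing Tris-HCl buffer, pH 7.5 · Reagent – T5PNP substrate, 5 mM · Dosing – 12.8 µM single point, 1% DMSO · Incubation – 2 h at 37 °C · Measured by – epi absorbance · Read-out basis – percent inhibition · Benchmarks – high control without enzyme, low control DMSO plus TDP2 · Repeats – singlicate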
HTRA1 inhibitor = HTRA1 (human) protease inhibition; recombinant HTRA1, FP-rhodamine activity-based probe, fluorescence polarization; 340,000 compounds, 0.5% hits; AID 504803; inhibition, % at 5.96 µM; in the data active = inhibition above about 36%;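 note: 0% = enzyme with DMSO and 100% = wells lacking enzyme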
TCR-CD3 inh = blocks the human TCR-CD3 interaction. inhibition, % at 9.4 µM. 360,000 compounds, 0.37% hits. TAMRA-labeled TCR probe fluorescence, biochemical; in the data active = inhibition above about 19%;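 note: recombinant mutant TCR 2C K166C tagged with TAMRA read by polarization; 0% = receptor in buffer alone and 100% = receptor with positive control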
Active calls of the source: *; . = not tested or not shown. Random draw from the library; about 4.2% have a hit in one of these screens.

SMILES	Tn7 DDE FP	ABHD4 inh	PRMT1 FP inh	UHRF1 MBD2 ctr	PG9 binder	SIAE inh	LEDGF integ inh	TDP2 inh	HTRA1 inhibitor	TCR-CD3 inh
Cc1ccc(C)c(NC(=O)c2ccccc2O)c1	1	-1	-1	1	-2.7	-7	-3	3	4	7
O=C(CCn1c(=O)c2cccn2c2cccnc21)NCc1cccc(Cl)c1	4	-3	-2	3	-1.6	-2	-1	-4	2	6
Cc1nc(N2CCCCC2)c2c(-c3cccs3)csc2n1	-6	3	-6	0	-1.0	5	0	14	-23	4
CC(=O)NCCC(=O)Nc1cc(S(=O)(=O)N2CCCCC2)ccc1N1CCCCC1	1	1	1	0	-1.0	-2	-3	8	3	1
Clc1cccc(-c2ccc(CNCc3ccccn3)o2)c1	8	-1	-1	-2	0.7	3	5	7	17	-5
O=C(O)/C=C/C(=O)Nc1ccccc1SC(F)(F)C(F)(F)C(F)(F)F	9	2	21	-1	0.4	-2	-1	10	6	3
CC1CN(C(=O)c2cc3c(s2)CCC3)CC(C)O1 (centres undefined)	2	-2	1	0	0.2	-2	0	-1	0	1
CC1CCc2sc(C(=O)NCCCn3ccnc3)cc2C1 (centres undefined)	1	-1	-3	-2	-1.8	9	3	4	1	0
Cc1cccc(OCC(=O)Nc2ccccc2N2CCCCC2)c1	0	4	-1	-3	0.2	-2	0	-4	-5	4
Cc1ccc2cc(CN(C(=O)c3ccncc3)C(C)C)c(=O)[nH]c2c1	-6	-6	0	1	1.2	6	2	-3	-16	0
CCOc1cc(N2CCCC2)ccc1[N+](=O)[O-]	-5	-2	-1	-12	-2.5	-14	0	-14	3	11
C[C@@H]1CN([C@@H](C)CO)C(=O)c2cc(Br)cnc2O[C@H]1CN(C)Cc1ccc(-c2ccccc2)cc1	0	1	-1	1	0.0	13	1	7	-13	-7
CN(Cc1ccccc1)c1nc2c(c(=O)[nH]c(=O)n2C)n1CCCSc1ncccn1	6	5	0	-1	2.6	13	2	7	-1	-6
CCN1C(=O)/C(=C\C=C\c2ccccc2[N+](=O)[O-])SC1=S	-8	5	0	-2	0.8	5	2	0	-1	3
Cc1c(C=C(C#N)c2ccc([N+](=O)[O-])cc2)c(=O)n(-c2ccccc2)n1C	-5	-1	-6	3	-1.4	-6	4	-7	-1	7
CCCC(=O)Nc1cc(-c2cn3cccnc3n2)ccc1OC	-2	1	0	-1	-1.0	4	0	6	3	5
O=C(Nc1ccc(Cl)cc1)NC1CCCCC1Cc1ccco1 (centres undefined)	4	-32	-3	2	-1.8	-16	0	-6	-45	-4
O=C(O)c1ccccc1C(=O)OCc1c(-c2ccccc2)ncc2ccccc12	-5	4	0	0	-0.3	6	-1	5	-3	-2
CCOC(=O)c1cnc(COc2ccccc2Cl)[nH]c1=O	5	2	0	-3	0.9	-12	-2	-5	0	5
C=CCn1c(SCC(=O)Nc2ccc(OC)cc2)nc2ccccc2c1=O	5	-3	2	-1	-0.2	-3	-1	-8	3	3
CCN(C(=O)c1cc2ccccc2oc1=O)c1ccccc1	-7	1	-1	0	-1.6	-3	1	2	4	0
O=C(CSc1nc(O)cc(=O)n1-c1ccc(Cl)c(Cl)c1)Nc1ccc(Cl)cc1Cl	-3	4	5	-1	-2.4	-8	-2	0	-77	0
O=C(N/N=C/c1ccc(O)c([N+](=O)[O-])c1)C(O)(c1ccccc1)c1ccccc1	-3	-4	1	0	-2.9	-1	2	-20	9	1
C=C(C)CSc1nnc(-c2ccc(C)cc2)n1N	-1	1	-6	0	0.2	-3	-1	-7	-5	3
CCCCN(C(=O)C1CC(=O)N(c2ccc(OC)cc2OC)C1)c1c(N)n(CC(C)C)c(=O)[nH]c1=O (centres undefined)	-5	2	0	3	0.6	3	-2	14	2	-9
Cc1nc(SCC(=O)N(C)C2CCS(=O)(=O)C2)c2ccccc2n1 (centres undefined)	-6	1	3	3	-0.2	-4	-3	-9	4	-1
COC(CNC(=O)c1ccc2c(c1)ncn2C1CCCCCC1)OC	3	0	-6	-3	0.9	6	5	-2	1	15
O=C1N/C(=N/S(=O)(=O)c2ccccc2)S/C1=C/c1cccnc1	-4	2	5	2	-5.0	4	4	17	4	3
CCc1nc(C(N)=O)c2[nH]c(=O)n(-c3ccccc3F)c2n1	-7	4	-2	0	-1.7	10	-1	9	6	9
COCCOC(=O)c1cc(C(=O)c2cc(Cl)ccc2O)coc1=N	-4	0	-4	-1	-2.7	5	-7	-13	-1	4
CCc1nc(NCC2CCCN2CC)c2nnn(Cc3ccccc3F)c2n1 (centres undefined)	-5	0	-1	4	-2.2	-3	1	2	-16	0
C=CCn1c(O)c(N=NC(=S)Nc2ccc(OC)c(Cl)c2)c2ccccc21	-2	13	-3	0	0.0	-2	-1	-1	9	9
COC(=O)CCCCC1SCC(NC(=O)c2ccccc2)C1=O (centres undefined)	-2	1	13	1	-1.8	-3	-5	-7	-3	-3
COc1ccc(CCNC(=O)CCOc2ccc(C)cc2)cc1OC	9	6	0	2	-1.6	0	1	6	5	8
CCOCCCNC(=O)c1cc2c(=O)n3cccc(C)c3nc2n1C	0	1	-1	0	0.0	-2	0	1	14	-1
COCCCNC(=O)c1cccc2c(=O)c(C)c(-c3ccccc3)oc12	-1	-1	-2	3	-1.7	-2	4	-15	2	-4
COc1ccc2sc(N(CCN(C)C)C(=O)c3cc(Cl)sc3Cl)nc2c1	1	7	-1	0	-0.7	-1	-3	12	4	-5
Cc1ccc(S(=O)(=O)N2C(=O)[C@@H]3Cc4ccccc4CN3C2=O)cc1	-7	5	1	-1	-1.0	-2	1	13	4	4
COc1ccc(C(CNC(=O)COc2ccccc2)N2CCCCC2)cc1 (centres undefined)	-1	1	-5	9	0.0	5	1	2	0	-6
Cc1ccccc1NC(=O)CSc1nc(O)cc(=O)n1C	-3	0	10	0	0.1	5	2	1	2	-9

Arranged by length of the SMILES (low to high): some entries from above.
SMILES	Tn7 DDE FP	ABHD4 inh	PRMT1 FP inh	UHRF1 MBD2 ctr	PG9 binder	SIAE inh	LEDGF integ inh	TDP2 inh	HTRA1 inhibitor	TCR-CD3 inh
Cc1ccccc1NC(=O)CSc1nc(O)cc(=O)n1C	-3	0	10	0	0.1	5	2	1	2	-9
COc1ccc(CCNC(=O)CCOc2ccc(C)cc2)cc1OC	9	6	0	2	-1.6	0	1	6	5	8
CCOCCCNC(=O)c1cc2c(=O)n3cccc(C)c3nc2n1C	0	1	-1	0	0.0	-2	0	1	14	-1
COc1ccc(C(CNC(=O)COc2ccccc2)N2CCCCC2)cc1 (centres undefined)	-1	1	-5	9	0.0	5	1	2	0	-6

The list goes on:
SMILES	Tn7 DDE FP	ABHD4 inh	PRMT1 FP inh	UHRF1 MBD2 ctr	PG9 binder	SIAE inh	LEDGF integ inh	TDP2 inh	HTRA1 inhibitor	TCR-CD3 inh
CCc1nn(CCCC(=O)N2CCc3ccccc3C2)c(=O)c2cc3occc3n12	5	-1	0	0	0.7	0	-1	-4	0	1
Cc1cc(C)nc(NCCCc2ccccc2)n1	-1	7	1	0	-0.4	1	0	5	0	-1
COc1ccc(N=C2SC(C(=O)N3CCN(c4ccccc4)CC3)CC(=O)N2C)cc1 (centres undefined)	-1	2	-2	-2	1.4	5	-2	6	-2	4
COc1ccc(NC(=O)C(c2cc3c(cc2[N+](=O)[O-])OCO3)N(C)Cc2ccccc2)cc1 (centres undefined)	1	67*	2	-4	-0.1	15	4	1	-23	16
O=[N+]([O-])c1cnc2ccccn12	0	2	4	3	-0.4	-5	-4	15	4	-4
COc1ccc(CNC(=O)Cc2ccc(-c3ccccc3)cc2)cc1OC	2	-9	1	0	-0.5	-6	-4	6	-15	-6
NC(=O)C1CCCNC1 (centres undefined)	-4	-1	0	3	-2.0	1	-3	-3	0	-6
Cc1nc2cc(C(=O)N3c4ccccc4CC3C)ccc2s1 (centres undefined)	5	4	1	22*	-1.5	6	-1	5	5	2
CN(CC(=O)Nc1ccc(Cl)c(C(F)(F)F)c1)C(=O)c1ccc(S(=O)(=O)N2CCOCC2)cc1	3	-2	2	-3	-1.9	9	2	1	-7	-1
O=C(NCc1ccc2c(c1)OCO2)C1CCN(c2ccc(S(=O)(=O)N3CCCC3)cc2)CC1	1	-5	1	2	-1.6	1	3	-2	-8	10
O=C1C(C2=NC(C(=O)O)C3C(=O)N(c4ccccc4)C(=O)C23)=C(O)c2ccccc21 (centres undefined)	1	-2	2	2	0.4	-2	1	-10	6	8
COc1cccc(CN(C)C(=O)c2cccc(S(=O)(=O)N3CCN(Cc4ccccc4)CC3)c2)c1OC	0	8	2	0	-0.3	-2	-1	-2	-7	4
CCOc1ccc(Oc2nc(NCC(C)C)nc(OC)n2)nn1	-4	-4	-5	2	-1.2	-2	3	-9	1	2
COc1ccc(CNC(=O)c2ccc(Cn3cc(Cl)cn3)o2)cc1	4	-6	7	1	-0.7	-2	3	1	0	-2
COc1ccc(C(C(=O)NC(C)(C)C)n2c(-c3ccc(-c4ccccc4)cc3)nc3ccccc32)cc1 (centres undefined)	0	-1	4	2	-1.0	2	3	15	.	1
O=C(NC1CCCCC1)N1CCc2[nH]c3ccccc3c2C1	2	-4	7	5	2.5	-5	35*	56*	-13	0
CC(=O)c1ccc(NC(=O)C(C)OC(=O)CCN=C2NS(=O)(=O)c3ccccc32)cc1 (centres undefined)	5	-4	-4	-3	-3.1	-3	3	0	-1	-3
CC(C)(C)OC(=O)N1CCC[C@@H]1C(=O)NCc1ccccc1Cl	1	-5	3	3	0.2	-5	-6	2	.	-11
O=c1c(Cl)c(N2CCN(c3ccc(F)cc3)CC2)cnn1-c1nc2ccccc2s1	-7	-5	-1	-1	-0.1	-3	1	13	-1	0
O=C(Nc1ccc(C(F)(F)F)cc1)C1CC(=O)N(c2ccc3c(c2)OCCO3)C1 (centres undefined)	-2	-1	-1	1	-0.9	-10	0	1	-8	2
CC(C)(C)N1C(=O)c2c(C(=O)OCc3ccccc3)[nH]c(-c3ccccc3)c2C1=O	0	6	1	1	-1.0	4	1	16	.	6
Cc1ccc(C(C)C)cc2c(C)ccc1-2	-4	15	0	-1	-1.5	4	-3	3	24	2
C/C(CC1CC(COCCC(C)C)OC1=O)=N\NC(N)=S (centres undefined)	3	5	4	3	1.6	-2	-2	4	3	-3
Cc1cccc(NC(=O)c2ccco2)c1C(=O)O	6	-1	6	2	2.8	-3	2	-4	.	-2
COc1cccc(C(=O)COc2cccc(NC(=O)c3cccc([N+](=O)[O-])c3)c2)c1	5	-2	5	-1	0.9	0	2	3	-31	0
COc1ccc(S(=O)(=O)N2CCc3ccccc32)cc1C(=O)N1CCC(C)CC1	-2	5	1	-1	-1.2	1	-2	14	2	-1
